Source: PubChem
LmPK inh = blocks Leishmania mexicana pyruvate kinase activity; purified LmPK, Kinase-Glo ATP luminescence, 1 h; Potency, µM (titrated, usually from 57.5 µM), inactives show top-dose activity change, negative = inhibition, most hits filed as inhibitors; hit rate 0.37% among 290,000; further: potency means the concentration at half of the fitted maximal effect; on the % scale 0 is the no-effect control and ±100 the full control effect
Target sequence (Q27686 whole entry, looked up): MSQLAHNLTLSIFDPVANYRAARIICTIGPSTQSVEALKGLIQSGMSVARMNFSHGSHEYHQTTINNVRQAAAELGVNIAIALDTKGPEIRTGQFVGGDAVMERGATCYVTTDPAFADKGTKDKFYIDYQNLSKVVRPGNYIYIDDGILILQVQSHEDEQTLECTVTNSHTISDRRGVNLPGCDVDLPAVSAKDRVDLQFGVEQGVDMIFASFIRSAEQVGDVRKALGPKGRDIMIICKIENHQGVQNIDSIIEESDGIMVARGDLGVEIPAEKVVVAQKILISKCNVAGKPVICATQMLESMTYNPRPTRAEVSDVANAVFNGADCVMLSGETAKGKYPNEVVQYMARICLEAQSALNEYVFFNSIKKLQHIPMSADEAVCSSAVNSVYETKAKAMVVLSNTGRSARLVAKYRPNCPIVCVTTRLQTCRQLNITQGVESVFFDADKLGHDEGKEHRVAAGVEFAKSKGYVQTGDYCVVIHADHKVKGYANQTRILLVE
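Purified LmPK (0.1 nM) with 0.5 mM PEP and 0.1 mM ADP in imidazole buffer pH 7.2 with MgCl2/KCl, 1 h at room temperature. ATP formed was read by luciferase luminescence and normalized to no-enzyme and uninhibited controls.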
Shiga inhibitor = Shiga toxin inhibition; inhibition, % at 38.7 µM; AID 2315; hit rate 9.2% among 290,000; Vero cells, Shiga toxin protein synthesis inhibition reporter; in the data active means inhibition mostly above about 28%, no sharp cut-off; inactive means mostly below about 43%; further: 0% is about no effect
Pf growth 48h = P. falciparum growth inhibition at 48 hours (one generation); P. falciparum luciferase growth in erythrocytes, 48 h; Potency, µM (titrated, usually from 28.7 µM), without a hit: at the top dose activity change, negative = inhibition, hits mostly inhibitors; hit rate 5.9% among 310,000; AID 504832; further: potency means the concentration at half of the fitted maximal effect; on the % scale 0 is the no-effect control and ±100 the full control effect
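Here the parasites carry a stable luciferase gene and grow inside erythrocytes in Albumax-based RPMI medium with compound for one erythrocytic cycle. Activity is scored as loss of luminescent signal.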
Tb PYK inh = blocks Trypanosoma brucei pyruvate kinase. TbPYK enzyme, Kinase-Glo Plus ATP luminescence, 45 min. Potency, µM (doses to about 76.8 µM), for the others: at the highest dose activity, negative = inhibition, actives largely listed as inhibitors. AID 624173. hit rate 0.12% among 410,000; further: potency means the concentration at half of the fitted maximal effect; on the % scale 0 is the no-effect control and ±100 the full control effect; nearly all actives have a fitted effect of over 50% in size
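Readout: single end-point luminescence (Kinase-Glo Plus, 10 min). Reaction conditions were TbPYK/substrate plus 130 uM ADP, 45 min at RT, pH 7.2 TEA buffer. No-enzyme wells served as controls, and data were normalized before concentration-response fitting.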
Pf growth 96h = P. falciparum growth inhibition at 96 hour, primary screen for plastid delayed-death inhibitors. P. falciparum luciferase reporter growth, 96 h. Potency, µM (titrated, usually from 28.7 µM), for inactives: at the highest dose activity change, negative = inhibition, most hits filed as inhibitors. hit rate 6.9% among 320,000. AID 504834; further: potency means the concentration at half of the fitted maximal effect; on the % scale 0 is the no-effect control and ±100 the full control effect
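Readout is luminescence from an integrated firefly luciferase in P. falciparum. Red cells, 2% hematocrit and 0.05% parasitemia final, were cultured with compound through two parasite generations (96 hours) at 37 C, 5% CO2.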
HCV inhibitor = HCV inhibition | Huh7.5.1 HCVcc-Cre infection, luciferase reporter, 44 h | Potency, µM (titrated, usually from 41.8 µM), without a hit: at the highest dose activity change, negative = inhibition, most hits filed as inhibitors | hit rate 3.4% among 340,000 | AID 651820; further: potency means the concentration at half of the fitted maximal effect; on the % scale 0 is the no-effect control and ±100 the full control effect
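After 44 h co-culture of compound, cells and HCVcc-Cre (~0.5 moi), substrate is added for 15 min at room temperature and luciferase measured over 15 sec. Cells were seeded at 1,000/well and pre-cultured 4 h.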
CHX counter = counter-screen hit for Shiga toxin inhibitors, cycloheximide. hit rate 12% among 300,000. AID 2314. cell reporter, cycloheximide protein synthesis inhibition counterscreen. max response, %; in the data active means max response mostly above about 13%, no sharp cut-off; inactive means mostly below about 14%; further: read at 38.3 µM for the half of the compounds with a filed dose; 0% is about no effect
* marks the source's active call; other numbers are inactive results; u = inconclusive; x = no result given; & = joins results of further samples; ! = not confirmed by another sample; [ ] = dose if it differs, or a comment. Unless noted, the call rests on the fitted dose curve; in most records, active means well fitted curve in the direction sought with a large enough effect; inconclusive means small, poorly fitted or top-dose-only effect, or another doubt; inactive means no such curve, though single readings can be large; an effect the other way counts as inactive or inconclusive.

SMILES	LmPK inh	Shiga inhibitor	Pf growth 48h	Tb PYK inh	Pf growth 96h	HCV inhibitor	CHX counter
CCOC(=O)c1c(-c2ccc(OC)cc2)csc1NC(=O)CSc1ncnc2sccc12	1.8%	-13.2	u	5.5%	5.22µM*	u	-2.1
Cc1csc(NC(=O)c2ccc(C)c(S(=O)(=O)N3CCCCC3)c2)n1	-0.9%	3.4	3.29µM*	-2.8%	4.15µM*	-27.5%	2.1
Cc1cc(C)c(C(N)=O)c(Nc2cccc3ccccc23)n1	-1.1%	27.7	0.8%	-11.9%	u	u	1.3
Cn1ccnc1SCC(=O)N1CCN(S(=O)(=O)c2ccccc2)CC1	-1.1%	-7.1	-17.3%	4.9%	10.5%	7.4%	-5.6
C=CCn1cc(-c2cccc(Cl)c2)cc(C#N)c1=O	2.0%	-9.2	x	1.4%	-5.3%	-2.7%	-4.5
CN1C(=O)C(c2ccccc2[N+](=O)[O-])C(=O)c2ccccc21 (stereo unspecified)	0.0%	-7.6	x	-21.5%	22.8%	8.4%	-3.3
COc1ccc2oc(C(=O)NCC3CCCO3)c(C)c2c1 (stereo unspecified)	-0.2%	98.2*	211.0%[activator]	-7.2%	43.3%[activator]	2.8%	64.9*
CCOc1ccc(NC(=O)CCS(=O)(=O)c2ccc(C)cc2)cc1	0.4%	-16.8	2.0%	-18.1%	1.6%	22.9%	1.7
Cc1cc(C)c(NC(=O)CSc2nnc(-c3ccccn3)n2N)c(Cl)c1	-5.3%	15.7	-1.8%	1.7%	-0.8%	11.6%	7.5
O=C(CSc1cn(CC(=O)N2CCCCC2)c2ccccc12)NCC1CCCO1 (stereo unspecified)	13.2%	-26.8	u	-5.5%	12.4%	18.0%	1.0
Cc1nc(C(=O)NCc2ccccc2)sc1C1(C)CC(c2ccccc2)=NO1 (stereo unspecified)	4.3%	-1.7	u	0.0%	u	13.2%[8.37 µM]	5.0
N#CC1=C(N)Oc2n[nH]c(-c3cccs3)c2C1c1ccco1 (stereo unspecified)	8.2%	14.0	-16.5%	-18.2%	-2.3%	-10.8%	6.5
CCOC(=O)C1CCN(c2cc(=O)n(C3CCCCC3)c(=O)[nH]2)CC1	-3.1%	-2.1	2.94µM*	-0.1%	52.9%[activator]	1.3%	0.8
COc1ccc(CNc2cc(C)ccn2)c(O)c1	4.0%	79.5*	x	4.8%	15.4%	-2.5%	25.3*
CC1S/C(=C(\C#N)C(=O)NCc2ccco2)N(Cc2ccco2)C1=O (stereo unspecified)	14.8%	-5.6	x	-22.8%	u	0.1%	-2.6
CCCN(CCC)S(=O)(=O)c1ccc(C(=O)OCCN2C(=O)c3cccc4c(N5CCOCC5)ccc(c34)C2=O)cc1	2.5%	-4.8	u	-3.9%	u	u	-3.8
CCn1c(C)c(C(=O)O)c2cc(OC)ccc21	9.2%	-8.1	-15.4%	-3.8%	u	-5.5%	-2.8
CCN(C(=O)CN1CCN(c2ccccc2)CC1)c1c(N)n(Cc2ccccc2)c(=O)[nH]c1=O	7.4%	-20.0	x	-7.9%	u	8.2%	-3.3
CC1(c2ccccc2)CC(C)(C)N2C(=O)C(=O)c3cccc1c32 (stereo unspecified)	-1.1%	0.7	11.7µM*	1.4%	25.7%	-3.4%	-1.8
CCOC(=O)N1CCN(C(=O)c2cn(CC)c3ccc(S(=O)(=O)N4CCC(C)CC4)cc3c2=O)CC1	-8.7%	-2.8	8.7%	2.8%	u	23.6%	-1.9
CC(C)(C)c1ccc(C(=O)NNC(=O)C(=O)N2CCCCC2)cc1	-2.7%	38.8*	-8.8%	-14.9%	12.2%	x	16.6*
N#Cc1cccc(C#N)c1Oc1ccc(S(=O)(=O)Nc2ccc(Cl)cc2)cc1	-0.6%	18.7	-15.7%	-16.5%	0.0%	u	-1.5
CC1(C)C(=O)Nc2ccccc2N1C(=O)COC(=O)CNS(=O)(=O)c1ccc(F)c(F)c1F	x	x	3.2%	-17.8%	28.5%	8.1%	x
CCOc1cc(-c2cc(-c3ccc(NC(C)=O)cc3)nc(N)c2C#N)ccc1O	-5.6%	-1.9	u	-2.1%	u	11.2µM*	-3.6
O=C(CN1CCN(S(=O)(=O)c2cccc(Cl)c2)CC1)N1CCCCC1	x	x	u	-10.0%	-7.8%	10.6%	x

Remaining list, next part:
SMILES	LmPK inh	Shiga inhibitor	Pf growth 48h	Tb PYK inh	Pf growth 96h	HCV inhibitor	CHX counter
CCn1cc(S(=O)(=O)c2ccc(OC)cc2)c(=O)c2cc(F)c(N3CCN(C)CC3)cc21	-0.5%	-9.5	4.3%	6.0%	8.28µM*	-0.4%	-6.0
O=C(NCc1cccnc1)c1ccc(N2CCOCC2)c([N+](=O)[O-])c1	-1.3%	-15.1	25.1%	2.4%	u	-3.3%	-2.5
NNC(=O)c1ccc(OCC2CC(c3ccc(Cl)cc3)=NO2)cc1 (stereo unspecified)	5.9%	40.3*	8.28µM*	-0.7%	u	u	21.8*
COc1cc2c(cc1OC)C[N+](C)(C)CC2	3.8%	11.0	5.8%	-1.3%	24.4%	0.7%	-1.8
Cn1nccc1NC(=O)NC(=O)c1c(Cl)cccc1Cl	0.5%	-3.2	1.3%	-0.6%	24.5%	-2.4%	-0.5
CCOC(=O)c1nn(-c2ccccc2C)c(=O)c(C#N)c1C	7.2%	-4.5	x	-1.3%	x	-1.4%	-2.0
Cc1cccc(-n2ncc3c2CCCC3NC(=O)C2=CC(=O)CC(C)(C)O2)c1C (stereo unspecified)	-3.4%	1.3	-29.6%	-8.7%	-29.1%	7.08µM*	2.6
COc1cc(/C=N/Nc2ccc(S(N)(=O)=O)cc2[N+](=O)[O-])cc(OC)c1O	-0.5%	-5.6	43.6%[activator]	0.8%	63.3%[activator]	-17.9%	-1.0
CCOC(=O)CNC(=O)c1nn(-c2cccc(OC)c2)c(=O)c2ccccc12	-0.3%	-7.5	2.2%	-0.5%	60.4%	10.3%	-2.8
N#CC(C#N)=c1ccc2c(c1)NC1(CCCCC1)N=2	14.1µM*	64.7*	u	u	u	u	36.8*
CN1[C@@H](CC(=O)c2ccccc2)CCC[C@H]1C[C@H](O)c1ccccc1	-1.5%&-0.8%	-14.9&-1.4&-10.8	13.5µM*	-1.1%&6.7%	16.9µM*!	u	-4.6&0.6&-2.9
Oc1cccc(C=NCc2ccccc2)c1	1.6%	-17.4	-6.5%	15.5%	x	20.2%	-2.6
CCc1ccc(CN2CCC(C(=O)Nc3cccc(-c4nnc(C)s4)c3)CC2)o1	0.7%	-6.9	u	7.9%	33.9%[activator]	-17.5%	6.0
Cc1cccc(N2CCN(C(=O)c3cc4n(n3)C(C(F)(F)F)CC(c3ccco3)N4)CC2)c1C (stereo unspecified)	2.0%	-5.4	0.0%	5.1%	-3.4%	u	-0.6
Cn1ccnc1C(=O)c1cc(=O)c2ccccc2o1	u	2.5	13.4%	-4.4%	3.6%	15.7%	-7.1
CCCCc1cc(=O)oc2cc(OCC(=O)N3CCC(C(=O)O)(c4ccccc4)CC3)ccc12	-7.9%	-2.1	u	-4.0%	u	-16.2%	-2.4
O=C(CSc1nc2ccccc2c(=O)n1-c1ccccc1)NC(=O)CN1CCCC1=O	4.1%	-9.6	0.7%	-0.4%	-10.9%	16.0%	-3.2
O=C(O)CN1C(=O)/C(=C\c2cc(Br)ccc2OCc2ccccc2Cl)SC1=S	u	77.3*	8.1%	-13.2%	37.7%[activator]	-16.4%	41.8*
COC(=O)C1=C(C)Nc2c(c(=O)n(C)c(=O)n2C)C1c1ccncc1 (stereo unspecified)	-0.5%	-9.3	8.0%	-6.4%	u	19.9%	-5.7
C(=N\N1CCN(Cc2ccccc2)CC1)/c1cccnc1	-0.4%	27.8	32.8%[activator]	-4.8%	6.57µM*	37.5%[activator]	10.5
O=C(CSc1nnc(-c2ccccc2Cl)o1)Oc1ccc(Br)cc1	-1.3%	16.4	4.0%	-2.8%	36.7%[activator]	19.3%	0.4
O=C(OCCN1CCCC1=O)c1cncc(Br)c1	-1.5%	-14.6	x	-2.1%	8.6%	26.0%	-6.3
C=CCNC(=O)C(=O)NCC(c1ccc2c(c1)OCO2)N1CCN(c2ccc(F)cc2)CC1 (stereo unspecified)	7.9%	-6.0	-7.0%	u	-0.5%	2.4%	-2.8
O=C1NC2(CCCCC2)C(=O)N1CCS(=O)(=O)Oc1ccc(Br)cc1	-0.3%	-5.4	-7.4%	-1.9%	20.3%	-15.1%	11.7
CC(C)OC(=O)c1c(NC(=O)C2CC=CCC2C(=O)O)sc2c1CCCCC2 (stereo unspecified)	-2.2%	13.9	-2.9%	-13.5%	9.28µM*	x	-1.8

Reprinted at random: 5 records from the list
SMILES	LmPK inh	Shiga inhibitor	Pf growth 48h	Tb PYK inh	Pf growth 96h	HCV inhibitor	CHX counter
CCn1cc(S(=O)(=O)c2ccc(OC)cc2)c(=O)c2cc(F)c(N3CCN(C)CC3)cc21	-0.5%	-9.5	4.3%	6.0%	8.28µM*	-0.4%	-6.0
CCCCc1cc(=O)oc2cc(OCC(=O)N3CCC(C(=O)O)(c4ccccc4)CC3)ccc12	-7.9%	-2.1	u	-4.0%	u	-16.2%	-2.4
N#CC(C#N)=c1ccc2c(c1)NC1(CCCCC1)N=2	14.1µM*	64.7*	u	u	u	u	36.8*
Cn1nccc1NC(=O)NC(=O)c1c(Cl)cccc1Cl	0.5%	-3.2	1.3%	-0.6%	24.5%	-2.4%	-0.5
O=C(OCCN1CCCC1=O)c1cncc(Br)c1	-1.5%	-14.6	x	-2.1%	8.6%	26.0%	-6.3

Rewritten in CSV form: part of the list above.
canonical_smiles,LmPK inh,Shiga inhibitor,Pf growth 48h,Tb PYK inh,Pf growth 96h,HCV inhibitor,CHX counter
O=C(O)CN1C(=O)/C(=C\c2cc(Br)ccc2OCc2ccccc2Cl)SC1=S,u,77.3*,8.1%,-13.2%,37.7%[activator],-16.4%,41.8*
COC(=O)C1=C(C)Nc2c(c(=O)n(C)c(=O)n2C)C1c1ccncc1 (stereo unspecified),-0.5%,-9.3,8.0%,-6.4%,u,19.9%,-5.7
C(=N\N1CCN(Cc2ccccc2)CC1)/c1cccnc1,-0.4%,27.8,32.8%[activator],-4.8%,6.57µM*,37.5%[activator],10.5

Next section.
SMILES	LmPK inh	Shiga inhibitor	Pf growth 48h	Tb PYK inh	Pf growth 96h	HCV inhibitor	CHX counter
O=C(C[n+]1ccccc1)NNc1ccccc1	x	x	-2.3%	2.9%	u	2.3%	x
CN1C(=O)CC(C(=O)Nc2ccc(F)cc2)SC1=Nc1ccc2c(c1)OCO2 (stereo unspecified)	-5.7%	-4.4	u	-2.5%	19.1%	2.8%	-2.5
Cc1nnc(N/N=C/c2cc([N+](=O)[O-])c(N3CCC(C)CC3)cc2N2CCC(C)CC2)n1N	5.7%	24.0	5.86µM*	1.2%	x	12.6µM*	13.3
Cc1ccnc(NC(=S)NC(=O)c2cccs2)c1	-14.4%	159.7*	185.4%[activator]	-11.1%	u	-6.1%	77.7*
Cc1cc(OC(=O)c2ccccc2Cl)ccc1N1C(=O)CCC1=O	1.4%	60.4*	9.9%	-3.3%	20.0%	14.7%	43.6*
CCCCc1ncc(/C=C(\Cc2cccs2)C(=O)O)n1Cc1ccc(C(=O)O)cc1	x	x	-7.3%	1.0%	-8.2%	x	x
O=C(COC(=O)Cc1ccc(F)cc1)NC(=O)NC1CCCC1	x	x	-7.2%	-2.7%	-22.6%	2.9%	x
